AT treatment: qHTS Assay for Identifying a Potential Treatment of Ataxia-Telangiectasia; Potency, µM (top dose mostly 57.5 µM), for the others: at the highest dose activation, usual class: activators; AID 485349, 2010; […] A-T fibroblasts, KAP-1 phosphorylation AlphaLISA; neocarzinostatin DNA damage 30 min before lysis; actives 0.19% (n = 320,000); further: potency means the concentration at half of the fitted maximal effect; % of control where 0% means no effect; nearly all actives have a fitted effect of over 45% in size
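ATM-like activity read as KAP-1 phosphorylation via AlphaLISA donor/acceptor antibody pairs after lysis and 6 hr at 25C. Cells were ATM-null patient fibroblasts ([…], hTERT), dosed 60 min, then exposed to the DSB inducer NCS for 30 min.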
Eya2 phos inh: qHTS Assay for Inhibitors of the Phosphatase Activity of Eya2 | Protein phosphatase EYA2 (Homo sapiens), O00167 | recombinant Eya2, OMFP fluorescence dephosphorylation (OMFP is methylfluorescein phosphate) | Potency, µM (titrated, usually from 76.9 µM), inactives show at the highest dose activity, negative = inhibition, usual class: inhibitors | actives 0.006% (n = 330,000); further: potency means the concentration at half of the fitted maximal effect; on the % scale 0 is the no-effect control and ±100 the full control effect
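Eya2 protein (added as 0.2 uM solution) was preincubated with compound for 10 min at ambient temperature in 50 mM HEPES pH 7.5, 50 mM NaCl, 5 uM MgCl2, 0.05% BSA, 1 mM DTT. OMFP (added at 50 uM) then reacted 10 min; fluorescence read at 485/525 nm.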
TSHR antagonist: Antagonists of the Thyroid Stimulating Hormone Receptor: HTS campaign | Thyrotropin receptor (Homo sapiens), P16473 | TSHR-expressing cells, TSH-stimulated cAMP HTRF, 2 h; hits give low values | activity change, negative = inhibition, % at 11.5 µM | actives 0.2% (n = 330,000) | AID 504810, 2011;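 active means activity change below a set negative limit, meaning inhibition stronger than a set level, cut at about -70% in these data; inconclusive means activity change between two set negative limits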; further: on the % scale 0 is the no-effect control and ±100 the full control effect
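TSHR-expressing cells were treated with compounds, then stimulated with TSH at EC80 (4nM final) for 2 hours at 37 deg C. Cellular cAMP was measured by HTRF competition between lysate cAMP and cAMP-d2 for a cryptate-labelled anti-cAMP antibody.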
USP2a inh: qHTS Assay for Inhibitors of Ubiquitin-specific Protease USP2a Using CHOP2 as the Reporter; USP2 core, Ub-CHOP2 coupled fluorogenic reporter, 485/531; Potency, µM (doses to about 38.3 µM), for the others: at the highest dose activity change, negative = inhibition, most hits filed as inhibitors; actives 0.01% (n = 330,000);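 further: potency means the concentration at half of the fitted maximal effect; plate controls were DMSO wells for no effect and full inhibition by NEM control for full effect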
Target sequence (O75604 whole entry, looked up): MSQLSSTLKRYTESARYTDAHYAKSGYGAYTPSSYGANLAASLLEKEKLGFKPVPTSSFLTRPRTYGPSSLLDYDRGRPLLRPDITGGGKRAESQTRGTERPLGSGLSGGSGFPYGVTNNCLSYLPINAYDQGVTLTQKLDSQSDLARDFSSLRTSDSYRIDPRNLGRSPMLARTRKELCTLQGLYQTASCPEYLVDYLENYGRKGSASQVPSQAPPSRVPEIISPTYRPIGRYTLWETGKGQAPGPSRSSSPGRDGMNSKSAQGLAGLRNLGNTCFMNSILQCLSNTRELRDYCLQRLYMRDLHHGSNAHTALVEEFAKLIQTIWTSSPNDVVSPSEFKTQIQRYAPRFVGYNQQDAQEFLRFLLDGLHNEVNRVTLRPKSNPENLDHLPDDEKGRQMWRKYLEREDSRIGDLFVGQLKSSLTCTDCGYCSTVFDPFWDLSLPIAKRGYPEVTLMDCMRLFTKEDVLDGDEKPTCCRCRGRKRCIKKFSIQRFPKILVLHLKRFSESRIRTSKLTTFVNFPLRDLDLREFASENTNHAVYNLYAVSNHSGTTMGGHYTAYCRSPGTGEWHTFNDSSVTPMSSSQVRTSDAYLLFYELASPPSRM
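Cell-free coupled assay: 10nM USP2 core preincubated 30min RT with compound in Tris-HCl pH 8.0/CaCl2/CHAPS buffer, then 25nM Ub-CHOP2 and 25nM reporter substrate; fluorescence (Ex 485/Em 531) read after 60min RT, normalized to NEM inhibition, concentration-response curves fitted.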
Mito fusion act: qHTS Assay for Small Molecule Inhibitors of Mitochondrial Division or Activators of Mitochondrial Fusion | AID 485298, 2010 | S. cerevisiae fusion-defective mutant growth rescue, CellTiterGlo 48 h | Potency, µM (highest dose often 46.1 µM), for inactives: at the highest dose growth rescue (activation), hits mostly activators | actives 0.23% (n = 320,000);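 further: potency means the concentration at half of the fitted maximal effect; % of control where 0% means no effect; nearly all actives have a fitted effect of over 45% in size; temperature-sensitive fusion mutants such as fzo1-1 at 37 °C on non-fermentable ethanol glycerol medium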
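S. cerevisiae fusion-defective temperature-sensitive mutants (e.g. fzo1-1, mgm1-5) grown 48 h at 37C in YPEG (ethanol/glycerol non-fermentable) medium with 23 nl compound per well; growth rescue read as CellTiterGlo luminescence.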
KCNH2 WT inh: qHTS for Inhibitors of KCHN2 3.1: Wildtype qHTS; U2OS, BacMam KCNH2, thallium flux FluxOr; hits give low values; activity change, % at 1.84 µM; actives 0.37% (n = 340,000); Voltage-gated inwardly rectifying potassium channel KCNH2 (Homo sapiens), Q12809; AID 720551, 2013;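 active means maximum activity change below -70%; inconclusive means maximum activity change between -70% and -50%; inactive means maximum activity change above -50%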; further: on the % scale 0 is the no-effect control and ±100 the full control effect
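U2OS cells transduced with wild-type KCNH2 virus are loaded with FluxOr dye for 45 min, and thallium flux is measured in kinetic reads before and after stimulation buffer. Rate constants are normalized to DMSO controls.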
KCNH2 3.1 block: qHTS for Inhibitors of KCHN2 3.1: Mutant qHTS | Potassium voltage-gated channel subfamily H member 2, brain isoform KCNH2 3.1 (human) | U2OS KCNH2 3.1, thallium flux FluxOr; hits give low values | activity change, % (tested at about 1.8 µM) | actives 0.95% (n = 340,000) | AID 720553, 2013;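 active means maximum activity change below -70%; inconclusive means maximum activity change from -70% to -50%; inactive means maximum activity change above -50%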;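 further: thallium influx rate constant from kinetic fluorescence after stimulation buffer; on the % scale 0 is the no-effect control and ±100 the full control effect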
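Steps: virus added to U2OS suspension (4 h, RT, dark); medium with 10% FBS added, cells plated, 37 C overnight; FluxOr/Red40 loading buffer 45 min RT; stimulation buffer, 2 min kinetic read; rate constant normalized.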
ELG1 repair inh: qHTS screen for small molecules that inhibit ELG1-dependent DNA repair in human embryonic kidney (HEK293T) cells expressing luciferase-tagged ELG1; Potency, µM (top dose mostly 46.1 µM), for inactives: at the top dose activity change, negative = inhibition, usual class: inhibitors; actives 2.3% (n = 330,000); AID 504467, 2011; HEK293T ELG1-luciferase reporter, luminescence, 16 h; DNA damage induced by 5-fluorouridine; further: potency means the concentration at half of the fitted maximal effect; on the % scale 0 is the no-effect control and ±100 the full control effect; nearly all actives have a fitted effect of over 55% in size
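HEK293T cells expressing luciferase-tagged ELG1 (2,000/well) received 5-Fluorouridine plus compound or DMSO for 16 hr at 37 °C. Luciferase was read by ONE-Glo luminescence after 30 min at room temperature.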
TRPV1 ag: HTS Assay for Compounds that Act as Agonists of the Vanilloid Receptor 1. Transient receptor potential cation channel subfamily V member 1 (Homo sapiens), Q8NER1. TRPV1-expressing cells, Fluo-8 calcium influx, agonist mode. activation, % at 8.33 µM. actives 0.19% (n = 320,000). AID 540275, 2011; in the data active means activation above about 80%; inconclusive means between about 30% and that limit; further: 0% is about no effect
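Cells expressing TRPV1 were dye-loaded with Fluo-8 and read kinetically: 10 s baseline, 3 min after compound (agonist portion), then 2 min after EC20 capsaicin (allosteric enhancer portion). Calcium-bound dye fluorescence at 480/520 nm.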
TCR act: Activators of T cell receptors: qHTS campaign; Potency, µM (top dose mostly 9.22 µM), without a hit: at the top dose activation of IL-2 secretion, usual class: activators; 330,000 tested, under 10 active; primary human leukocytes, anti-CD3, IL-2 HTRF, 48 h; AID 504894, 2011; further: % of control where 0% means no effect
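TCR engagement came from a-CD3 beads alone, with compounds added to primary human leukocytes for 48 hr. Secreted IL-2 bridged europium cryptate- and d2-labelled anti-IL-2 antibodies, giving FRET emission at 665nm after 320nm excitation.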
Numbers without * were called inactive; ? = inconclusive; nt = not tested or not shown; [ ] = another dose, or the depositor's remark. Unless noted, the call rests on the fitted dose curve; in most records, active means well fitted curve in the direction sought with a large enough effect; inconclusive means small, poorly fitted or top-dose-only effect, or another doubt; inactive means no such curve, though single readings can be large; an effect the other way counts as inactive or inconclusive. An excerpt (hit frequency here may not be typical).

#	molecule	AT treatment	Eya2 phos inh	TSHR antagonist	USP2a inh	Mito fusion act	KCNH2 WT inh	KCNH2 3.1 block	ELG1 repair inh	TRPV1 ag	TCR act
1	C=CCN(CC=C)CC(O)CN(c1cc([N+](=O)[O-])ccc1OC)S(=O)(=O)c1ccccc1 (stereo not drawn)	-5%	-9%	13	-2%	-2%	-13	-3	0%	-2	-1%
2	O=C(c1ccccc1)c1cccn1CC(=O)N1CCN(c2ccccc2)CC1	4%	0%	5	3%	3%	-11	-2	0%	0	-3%
3	Cc1noc(NS(=O)(=O)c2ccc(NC(=O)CSc3nc4c(cc3C#N)CCC4)cc2)c1C	9%	4%	16	2%	-1%	-8	12	20%	-2	1%[46.1 µM]
4	CC(=O)c1ccc(NC2OC(C)C(O)C(O)C2O)cc1 (stereo not drawn)	6%	14%	3	1%	-1%	2	4	10%	-3	-2%
5	O=C(CNC(c1ccccc1)c1ccccc1)Nc1c(F)cccc1F	-3%	-1%	-9	0%	16%	-2	-18	12%	8	-4%[46.1 µM]
6	CC(=O)N1CCN(c2ccc(NC(=O)c3ccc(C)c([N+](=O)[O-])c3)cc2)CC1	-1%	10%	8	0%	1%	14	1	?	-5	nt
7	CCCOc1ccc(/C=C/c2[nH]c(=O)[nH]c(=O)c2[N+](=O)[O-])cc1OCC	-1%	-9%	-9	7%	-2%	0	-2	-25%	2	0%
8	CC(C)(C)C(=O)OCc1nc(-c2ccc(O)c(O)c2)cs1	-11%	0%	-13	0%	4%	8	6	24%	91*	4%
9	Cc1ccc(C(=O)N/C(=C\c2ccc(Cl)cc2)C(=O)NCCCN2CCOCC2)cc1	-4%	-6%	24	-6%	-9%	-141*	-103*	2%	16	-4%[46.1 µM]
10	CCOCCCNC(=O)C(c1ccc(OC)cc1)N(Cc1ccc2c(c1)OCO2)C(=O)c1ccccc1O (stereo not drawn)	1%	-15%	3	-1%	-10%	0	1	11%	11	3%
11	Cc1cccc(C)c1NC(=O)CSC(=S)N1CCCC1	?	12%	22	0%	-5%	-7	4	-10%	6	1%
12	CC1CN(C(=O)C2(C)CC2(Cl)Cl)CC(C)O1 (stereo not drawn)	2%	-7%	-2	2%	-2%	7	nt	-16%	-3	-2%[46.1 µM]
13	CC(C)(C)NC(=O)COC(=O)c1cc(Br)ccc1Cl	6%	-3%	-7	4%	5%	2	-16	10%	10	5%[46.1 µM]
14	COCCN(CCOC)c1ncnc2c1cnn2-c1ccc(Cl)cc1	2%	9%	-12	0%	9%	6	-4	?	-2	-1%
15	CCn1c(O)c(/C=N/N=C2CCCC2)c2ccc(C3=NNC(=O)CC3)cc21	-4%	6%	-15	1%	0%	-1	1	-7%	-1	0%
16	O=[N+]([O-])c1ccc(Cl)c(CN2CCSCC2)c1	0%	-9%	-6	5%	-12%	6	4	?	1	7%[46.1 µM]
17	CC(C)(C)c1cc(NC(=O)CSc2nncs2)n(-c2ccccc2)n1	2%	-3%	-6	-9%	-3%	-7	3	-14%	0	1%[46.1 µM]
18	CCOc1ccc(N(CC(=O)N2CCN(c3ccccc3OC)CC2)S(=O)(=O)c2ccc(F)cc2)cc1	15%	-14%	5	2%	1%	3	nt	?	0	-4%
19	CCCS(=O)(=O)c1cscc1NC(=O)c1c(-c2c(F)cccc2Cl)noc1C	1%	-13%	-11	-1%	-2%	-4	13	-18%	-3	12%
20	COc1ccc(Cl)cc1NC(=O)Nc1ccc(C(=O)N2CCCC2)cc1	0%	3%	-5	2%	0%	9	6	12%	-1	8%
21	CC(=O)Nc1ccc(-c2nnc(SCc3c(C)cc(C)cc3C)n2C)cc1	-3%	-7%	20	-12%	1%	7	26	?	1	1%
22	COc1cccc(/C=N/Nc2ncnc(N)c2[N+](=O)[O-])c1OC	2%	-11%	3	-3%	2%	1	2	?	1	-3%
23	CCOC(=O)CSc1nc2cc(C(=O)NCc3ccco3)ccc2c(=O)n1-c1ccc(F)cc1	1%	9%	6	1%	-6%	-19	-5	21%	-1	0%
24	Cc1ccc(S(=O)(=O)Nc2cccc3cccnc23)c([N+](=O)[O-])c1	3%	2%	-30	-2%	16%	-35	-11	?	0	nt
25	CC(C)c1ccccc1N=C1SCCCN1C(=O)c1cccc(N2C(=O)CCC2=O)c1	nt	14%	40	-2%	-1%	-21	4	0%	5	-26%
26	Oc1c(Cl)cc(Cl)cc1C(C#Cc1ccccc1)N1CCOCC1 (stereo not drawn)	-1%	-22%	-14	4%	?	-11	-7	8%	2	0%
27	CCCCNC(=O)COC(=O)c1ccc(F)cc1Cl	-1%	4%	12	6%	0%	4	7	20%	9	3%
28	COc1ccc(OCCN(C)Cc2c(O)ccc3ccccc23)cc1	-10%	-2%	10	-1%	-2%	12	-37	-3%	-1	1%
29	COc1cccc(C(=O)O/N=C(\N)c2ccccn2)c1OC	20%	-21%	-4	2%	7%	-1	1	?	5	4%
30	CN(C)S(=O)(=O)c1cccc(NC(=O)CC23CC4CC(CC(C4)C2)C3)c1	6%	-8%	-13	-1%	6%	-2	-5	-16%	17	0%
31	CC(C)CCCN1C(Nc2ccccc2)=NC[C@@H]1Cc1ccccc1	3%	-2%	1	0%	-1%	17	?	-29%	0	-15%
32	CC(C)NC(=O)c1noc2cc([N+](=O)[O-])ccc12	2%	22%	26	1%	-6%	-13	15	14%	nt	-5%
33	CC(C)NC(=O)c1sc2nc(-c3cccs3)cc(-c3cccs3)c2c1N	-1%	29%	-3	2%	2%	-13	-14	8%	15	-1%
34	Clc1ccccc1-c1ccc(/C=N/Nc2nncc(-c3ccccc3)n2)o1	0%	8%	-11	2%	5%	-5	-11	3%	3	1%
35	COC(=O)C1CCN(C(=O)COC(=O)Cn2cnnn2)CC1	4%	-1%	7	0%	0%	1	-4	1%	1	3%
36	Cn1ncc(Br)c1C(=O)N/N=C/c1ccc(OS(=O)(=O)c2ccccc2)cc1	0%	0%	-7	-1%	4%	-3	-4	1%	?	-8%[46.1 µM]
37	CNCc1ccc(OCc2ccccc2)c(OC)c1	5%	10%	-1	-1%	-1%	5	3	?	3	nt
38	CC(=O)c1cc(C(=O)Nc2ccc3ccccc3c2)c(C)o1	-1%	6%	8	0%	-7%	-9	7	-4%	3	1%
39	COc1cc(Nc2ncnc(N)n2)cc(OC)c1OC	6%	-15%	12	13%	0%	-14	1	?	-1	3%
40	Cc1oc2ccc(Br)cc2c(=O)c1-c1nn[nH]n1	12%	3%	3	13%	4%	8	0	11%	-3	7%
41	COc1cccc(C(=O)NCC(C)(C)SCc2ccc(F)cc2)c1	7%	-4%	-19	3%	23%	-8	-12	-1%	-4	-6%
42	Cc1onc(-c2ccccc2Cl)c1C(=O)Oc1cccc2cccnc12	3%	5%	-1	1%	-4%	2	5	?	6	-8%
43	COCCn1c(Br)nc2c1c(=O)n(C)c(=O)n2C	0%	-15%	4	1%	-3%	-7	3	6%	3	1%
